Source: PubChem (several laboratories)
JMJD2C inh: blocks human GASC-1 demethylase activity; Q9H3R0; GST-JMJD2C(1-420) H3K9me3 demethylation, DELFIA europium; inhibition, % at 2.35 µM; 330,000 compounds, 0.069% hits;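 active means more than half of a compound's replicate wells show inhibition beyond 50%, single wells judged on their own value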;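 further: signal counts dimethyl H3K9 product captured on neutravidin plate; 0% = median of DMSO wells and 100% = 0.3 times that DMSO median; strong numbers were not always called active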
Target sequence (Q9H3R0 1-420 limits assumed): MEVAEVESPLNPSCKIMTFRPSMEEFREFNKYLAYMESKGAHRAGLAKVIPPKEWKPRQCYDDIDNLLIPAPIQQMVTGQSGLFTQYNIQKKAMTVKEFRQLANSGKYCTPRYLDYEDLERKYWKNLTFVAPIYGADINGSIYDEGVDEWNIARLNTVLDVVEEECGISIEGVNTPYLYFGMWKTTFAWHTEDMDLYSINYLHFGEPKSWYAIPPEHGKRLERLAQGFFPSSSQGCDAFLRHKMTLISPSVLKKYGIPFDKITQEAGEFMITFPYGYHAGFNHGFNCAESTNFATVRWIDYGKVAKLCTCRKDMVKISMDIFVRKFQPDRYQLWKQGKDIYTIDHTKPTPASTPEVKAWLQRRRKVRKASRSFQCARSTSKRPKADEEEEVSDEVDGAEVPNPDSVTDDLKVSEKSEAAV
PP5 inh: inhibitors of human protein phosphatase 5 (PP5); P53041; purified PP5c, OMFP substrate fluorescence; inhibition, % at 6.7 µM; 320,000 compounds, 0.18% hits; AID 1987;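 active means inhibition above the campaign's mean inhibition across all tested compounds plus 3 SD, cut at about 9.5% in these data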;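 further: 0% = DMSO only and 100% = 100 µM cantharidin control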
VLA-4 inh: inhibition in a human VLA-4 binding assay; 330,000 compounds, 0.2% hits; VLA-4 expressing cells, ligand binding flow cytometry; P13612; AID 2557; inhibition, % (about 7 µM as worked out from the volumes in the protocol); in the data active means inhibition above about 50%
GRK2 inh: blocks RNA aptamer binding to human GRK2. P25098. bead flow cytometry, FAM-aptamer displacement from GRK2. inhibition of aptamer binding, % at 10 µM. 330,000 compounds, 0.59% hits. AID 488847;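 active means inhibition of aptamer binding above 40%, roughly 3 SD of noise, on plates passing a quality check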;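 further: median bead fluorescence of bound FAM aptamer so fluorescent compounds give negative values; no value below 0 was filed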
Fh CTSL1 inh: blocks F. hepatica cathepsin L1 in PFM18AAP counter-screen; recombinant F. hepatica cathepsin L1, Z-Leu-Arg-MCA fluorescence; inhibition, % at 5.96 µM; 300,000 compounds, 0.49% hits; AID 1906;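 active means inhibition above the mean of all tested compounds plus 3 SD, set per screening campaign, cut at about 17% in these data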;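 further: 0% = plate median of test compound wells and 100% = 1 µM Z-Phe-Ala-diazomethylketone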
procasp3 activ: activates human procaspase-3; recombinant procaspase-3 D3A, Ac-DEVD-pNA absorbance 405 nm; activation, % at 8.5 µM; 330,000 compounds, 0.11% hits; AID 463141;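 active means activation above the mean of all tested compounds plus 3 SD, cut at about 21% in these data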;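 further: 0% = DMSO alone and 100% = DMSO wells spiked with extra 5 µM PC-3 D3A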
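Assay system – Procaspase-3 D3A mutant · Benchmarks – DMSO low control, extra-enzyme high control · Technique – 405 nm absorbance of p-nitroaniline, reads at 0 and 120 min · Doses – 8.5 µM nominal · Measure – % activation between DMSO and enzyme-spiked controls · Also added – Ac-DEVD-pNA chromogenic peptide substrate · Schedule – 1 h compound preincubation, 2 h substrate hydrolysis at 25 °C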
PP1 inh: PP1-alpha (human) inhibition in PP5 counter-screen. 320,000 compounds, 0.9% hits. P62136. inhibition, % at 6.7 µM. AID 2235. purified PP1alpha, OMFP fluorescence;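 active means inhibition above the mean inhibition of all tested compounds plus 3 SD, computed separately for each screening campaign, cut at about 15% in these data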
Target sequence (P62136 whole entry, looked up): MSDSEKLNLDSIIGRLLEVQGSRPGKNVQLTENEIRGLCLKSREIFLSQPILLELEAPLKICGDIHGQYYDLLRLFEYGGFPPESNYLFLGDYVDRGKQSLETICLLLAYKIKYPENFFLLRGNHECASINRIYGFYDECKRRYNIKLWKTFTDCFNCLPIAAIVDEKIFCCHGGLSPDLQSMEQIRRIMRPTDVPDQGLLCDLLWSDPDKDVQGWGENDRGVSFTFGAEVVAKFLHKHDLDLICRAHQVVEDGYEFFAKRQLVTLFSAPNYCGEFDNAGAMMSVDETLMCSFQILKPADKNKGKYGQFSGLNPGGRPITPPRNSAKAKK
HCV core dimer: HCV core protein dimerization inhibition | TR-FRET GST/Flag-core106 dimerization, 1536-well | inhibition, % at 5 µM | 300,000 compounds, 0.33% hits;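 active means inhibition above the mean of all tested compounds plus 3 SD, set per screening campaign, cut at about 45% in these data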
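Assay system – GST-tagged and Flag-tagged HCV core protein residues 1-106 · Quantity – core106 proteins, GST 13.5 nM and Flag 17 nM · Benchmarks – unlabelled core106 and no-GST-core106 wells · Read-out basis – percent inhibition of core106 dimerization signal · Detection – time-resolved FRET, ex 340 nm, em 617 and 671 nm · Schedule – 4 h at 22.5 °C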
procasp7 counter: activates human procaspase-7, counter-screen for procaspase-3 activators | 330,000 compounds, 0.093% hits | activation, % at 8.5 µM | AID 463210 | recombinant procaspase-7, Ac-DEVD-pNA absorbance 405 nm; D23A/D198A/D206A triple mutant, cannot self-cleave; scale: DMSO 0, 5 µM enzyme 100 | P55210;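 active means percent activation above the screen-wide mean plus 3 SD, cut at about 25% in these data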
Target sequence (P55210 whole entry D23A/D198A/D206A): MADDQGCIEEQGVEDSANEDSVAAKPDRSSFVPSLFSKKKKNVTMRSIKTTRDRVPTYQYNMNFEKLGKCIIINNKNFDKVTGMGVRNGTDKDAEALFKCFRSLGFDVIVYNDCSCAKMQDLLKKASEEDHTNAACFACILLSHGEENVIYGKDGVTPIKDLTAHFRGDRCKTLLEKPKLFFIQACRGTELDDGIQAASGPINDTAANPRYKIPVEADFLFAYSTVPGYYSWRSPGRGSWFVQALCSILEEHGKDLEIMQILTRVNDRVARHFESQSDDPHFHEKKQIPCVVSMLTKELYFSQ
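Assay system: Uncleavable procaspase-7 mutant enzyme; Input: 2 µM procaspase-7 mutant as dispensed; Also added: DEVD-pNA substrate; Medium: Zinc-free HEPES pH 7.4 with 300 mM NaCl, 0.01% Triton X-100; Timing: 1 h compound preincubation, 2 h substrate cleavage, 25 °C; Measured by: Epi-absorbance of released pNA at 405 nm, two timepoints.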
The depositor's hits bear a star; . = no result given. Compounds were not picked by outcome; overall some 2.6% were active at least once.

SMILES	JMJD2C inh	PP5 inh	VLA-4 inh	GRK2 inh	Fh CTSL1 inh	procasp3 activ	PP1 inh	HCV core dimer	procasp7 counter
COc1ccc2ccccc2c1C1CC(=O)N2CN(C)CSC2=C1C#N (configuration not stated)	10	3.9	8	3	-3	-24	4	3	-33
CCCCCC(=O)N1CC2(CC(c3cccc(NC(=O)COc4ccc(Cl)cc4)c3)=NO2)C[C@@H]1C(N)=O (some centres not stated)	-1	3.8	-7	4	4	6	6	-8	-3
CCCCn1c(=O)[nH]c(=O)c2c1nc(-c1ccncc1)n2CCOC	-6	3.6	0	0	-1	0	-2	-3	7
Oc1ccc(Nc2nc(Cl)nc(NCc3ccco3)n2)cc1	1	-2.6	11	0	0	-5	2	4	4
O=C(COc1ccc2c(c1)oc(=O)c1ccccc12)N[C@@H](Cc1ccccc1)C(=O)O	.	0.9	22	1	2	1	-1	2	-2
CC(Sc1ncc(C(F)(F)F)cc1Cl)C(=O)NCC1CCCO1 (configuration not stated)	.	0.4	35	1	-3	5	-4	-24	8
Fc1ccc(/C=N/N2CCOCC2)c(F)c1	-7	-0.8	1	0	-2	7	-4	-3	8
O=C(c1cccc(S(=O)(=O)N2CCN(c3ccc(F)cc3)CC2)c1)N1CCCC(C(F)(F)F)C1 (configuration not stated)	-1	0.6	-8	1	1	-9	0	3	4
Cc1c(Cc2ccc3c(c2)OCO3)sc(NC(=O)c2ccccc2)c1C(N)=O	2	2.7	-24	5	3	-13	9	-6	-8
CCC(=O)N(Cc1cc2ccccc2[nH]c1=O)c1ccc(OC)cc1	7	-3.4	7	4	1	9	-1	-4	8
COc1ccccc1N(CC(=O)NCCSC(C)(C)C)S(C)(=O)=O	4	-1.9	9	2	2	-3	-13	6	-8
CC(C)(C)C(=O)NCCCNc1ccc([N+](=O)[O-])cc1	-4	1.7	18	2	5	-8	1	3	-14
O=C(Nc1ccc(Cc2ccncc2)cc1)C1CCC(N2C(=O)C3C4C=CC(C4)C3C2=O)CC1 (configuration not stated)	2	1.1	13	0	0	-9	-2	4	0
Cc1nn(C)cc1/C=N/O	-29	0.5	-1	2	0	4	-1	-2	18
O=C(NC(=S)Nc1ccc(Cl)c(C(=O)O)c1)c1cncc(Br)c1	-4	0.5	-6	4	-4	-3	-5	0	-8
Cc1ccc(-c2c(C#N)c(N)n(-c3ccccc3)c(=O)c2C#N)cc1	-2	-1.1	15	0	3	-11	-5	-3	2
O=C1c2cccnc2C(=O)N1Cc1ccc(S(=O)(=O)NCc2ccco2)s1	6	1.2	7	1	4	-4	0	-8	0
O=C(O)c1ccccc1SSc1ccccc1C(=O)O	19	-2.1	4	3	1	1	1	4	5
COc1ccccc1CCN1CCCC(CN(C)CC(C)(C)CO)C1 (configuration not stated)	14	2.4	25	0	-2	7	1	-2	5
CC/C=C/C(=O)N1CC2(CC(c3cccc(NC(=O)c4ccccc4)c3)=NO2)C[C@@H]1C(N)=O (some centres not stated)	-13	2.5	17	1	-4	2	-3	-13	5
CC(=O)n1cc(/C=N/NC(N)=S)c2ccccc21	-13	1.1	9	0	95*	3	1	-3	3
CN(Cc1nc2ccccc2c(=O)[nH]1)c1ccccc1	1	-0.5	11	4	1	-2	-2	5	2
Cn1cnc2c(cnn2-c2ccccc2)c1=O	0	-1.8	6	3	0	-6	-1	-8	1
CCn1nnc2cc(C(=O)NCC(c3ccccc3OC)N(C)C)ccc21 (configuration not stated)	1	1.2	-16	0	-2	-5	-1	-8	6
O=C(COC(=O)c1cc(S(=O)(=O)N2CCCCC2)ccc1N1CCOCC1)NC1CCCCC1	-11	1.4	19	1	2	0	0	-1	-4
Cn1c(CCc2ccccc2)nnc1SCC(=O)N1CCOCC1	-8	1.0	-2	1	-1	-12	5	-3	-1
CC(=O)N1CCc2cc(S(=O)(=O)CCC(=O)Nc3ccc4c(c3)OCCO4)ccc21	-7	-0.8	3	4	1	6	3	3	6
C=CC[C@H](CC(=O)NCCO)C(=O)NCCOC(=O)[C@@H](CC=C)Cc1ccc(F)cc1	.	.	-5	2	.	4	.	.	12
COC(=O)c1[nH]c2c(c1C)C(=O)CC(c1cccc(OC)c1)C2 (configuration not stated)	6	-0.2	16	0	3	4	-4	8	13
O=C(O)c1cc(S(=O)(=O)N(Cc2ccccc2)c2cccc(C(F)(F)F)c2)ccc1Cl	2	2.6	18	1	2	-2	1	8	6
COc1ccc(/C=C/c2c(-c3cccc(C)c3)oc3ccc(N4CCOCC4)cc23)cc1	-8	4.0	-11	3	4	-6	3	-10	-5
c1ccc(Cn2nnnc2C(c2ccccn2)N2CCOCC2)cc1 (configuration not stated)	2	-2.3	14	0	-1	-2	-7	-5	0
COc1cc(OC)cc(C(=O)NC2CCN(Cc3nnnn3Cc3cccs3)CC2)c1	11	0.8	28	0	1	-1	-6	-3	10
CN(C)CCCNC(CC(=O)Nc1cccc([N+](=O)[O-])c1)C(=O)O (configuration not stated)	-16	2.2	-5	0	-2	5	1	-15	2
O=c1nc2ccccc2c2n1CC(CN1CCN(c3ccc(F)cc3)CC1)N2 (configuration not stated)	-5	-1.0	-19	0	0	2	0	-3	3
CCCn1c(=O)c2[nH]cnc2n(-c2ccc(Cl)cc2)c1=O	1	-0.5	-2	1	1	1	-4	3	3
COc1ccc(C(=O)NCc2nnc(SCC(=O)Nc3nc4ccccc4s3)o2)cc1OC	4	0.8	9	2	-4	-1	-1	4	-23
COc1cc(/C=N/Nc2cccc(C)c2)ccc1OC(=O)c1cccs1	30	-0.2	-20	1	-2	3	4	4	8
Cc1ccc(C2C3=C(CC(C)(C)CC3=O)N=C3c4ccccc4C(=O)C32)cc1 (configuration not stated)	4	0.6	9	0	-1	2	2	-8	-2
O=C(Cn1[nH]c(=O)c2ccccc2c1=O)OCC(=O)c1ccc(Br)cc1	3	-0.3	0	2	-39	9	-6	-2	-4
OC[C@H]1O[C@@H](n2cnc3c(NC4CCCC4)nc(Cl)nc32)[C@H](O)[C@@H]1O	.	-7.8	-14	0	1	-5	2	-14	-3
Cc1csc(SCC(=O)Nc2ccc(Cl)cn2)n1	-1	2.4	-1	1	-2	10	-3	12	-1
Cc1cc(-n2c(C)cc(C(=O)COc3ccc([N+](=O)[O-])cc3)c2C)no1	-2	-0.9	-4	3	0	2	2	-6	10
Cc1cc(C)cc(NC(=O)CN2C(=O)NC(Cc3c[nH]c4ccccc34)C2=O)c1 (configuration not stated)	-11	.	11	5	.	-8	.	.	-1
Cc1ccc2[nH]cc(CCNC(=O)CN3C(=O)c4ccccc4C3=O)c2c1	6	0.3	5	1	4	2	-2	7	-5
C[C@H](CO)N1C[C@H](C)[C@@H](CN(C)S(=O)(=O)c2ccccc2)Oc2c(cccc2N(C)C)C1=O	30	.	-4	4	.	6	.	.	12
O=C1CCCc2c1cnc1ncnn21	-4	-2.1	16	1	0	1	-2	7	5
Cc1ccccc1CN1CCNC(=O)C1CC(=O)N(C)CCC1CCOCC1 (configuration not stated)	-5	1.5	8	3	3	5	-1	-2	2
C[C@H](NC(=O)c1nc[nH]c1C(=O)N[C@@H](CCCCNC(=O)OC(C)(C)C)C(=O)OC(C)(C)C)C(=O)OCc1ccccc1	3	9.1	9	1	10	6	11	-8	-7
Cc1ccc(N2CC(C(=O)Nc3ccc4c(c3)OCCO4)CC2=O)cc1 (configuration not stated)	5	3.8	-11	0	-3	6	3	-12	4
COc1ccc(-c2cc(=O)oc3cc(O)ccc23)cc1	-10	1.3	10	6	1	5	-2	-4	7
CC(=O)N1c2ccc(S(=O)(=O)NCCC(=O)NCCc3cccc(C)c3)cc2CC1C (configuration not stated)	7	0.6	6	77*	4	2	0	3	7
Cc1cc(C)n(-c2nc(SCC(=O)O)c3c4c(sc3n2)COC(C)(C)C4)n1	-4	-1.7	-3	3	0	6	-4	5	-1
CC(O)c1nc2ccc(Cc3ccc4nc(C(C)O)[nH]c4c3)cc2[nH]1 (configuration not stated)	-5	-1.4	11	0	-2	4	-3	-1	10
O=C(CC(c1cccs1)S(=O)(=O)c1ccccc1)c1ccc(F)cc1 (configuration not stated)	-3	0.9	12	0	2	-5	-1	2	1
Nc1ccc(S(=O)(=O)Nc2ncccn2)cc1	19	-0.1	-2	0	-2	6	3	-3	2
CN1CCN(c2ccccc2NC(=O)c2ccc(-c3cccc([N+](=O)[O-])c3)o2)CC1	-3	0.8	12	0	2	-3	0	2	-12
O=C(/C=C/c1ccc(Cl)cc1)NC(=S)NN1CCCCC1c1cccnc1 (configuration not stated)	-16	2.6	0	4	-3	-15	3	4	-21
Cc1ccn(CCC(=O)N2CCCC(CCC(=O)NCc3ccc(F)c(F)c3)C2)n1 (configuration not stated)	1	2.2	9	2	-2	-8	5	-4	-3
CCOC(=O)c1c(C)oc2cc(Br)c(OC(C)C(=O)OCC)cc12 (configuration not stated)	3	2.2	-3	2	2	-17	3	0	-7

New compounds follow
SMILES	JMJD2C inh	PP5 inh	VLA-4 inh	GRK2 inh	Fh CTSL1 inh	procasp3 activ	PP1 inh	HCV core dimer	procasp7 counter
O=C(Nc1ccccc1-c1nc2ccccc2s1)C1=COCCO1	-1	-1.2	38	0	5	10	1	0	5
NS(=O)(=O)c1ccc(CCNC(=O)CCc2nc3sc4c(c3c(=O)[nH]2)CCCC4)cc1	9	1.9	-12	0	8	13	-6	6	3
Cc1ccc(C2C3=C(CCCC3=O)Nc3c2c(C)nn3-c2ccccn2)o1 (configuration not stated)	16	0.8	-6	2	0	3	-1	-6	-8
CCCOC(=O)c1ccc(N2C(=O)c3ccccc3C2=O)cc1	4	2.2	13	4	0	3	-1	8	8
O=C1NC2(CCCC2)C(=O)N1Cc1cc(=O)n2ccsc2n1	-4	0.7	-4	3	0	6	-4	9	-5
Cc1ccc(C(C)C)c(OCC(=O)NN=C2CCCC2)c1	-1	0.8	6	2	-4	-6	-4	-2	1
O=C(NC(=S)Nc1ccc(CN2CCOCC2)cc1)c1ccc(-c2cccc(Cl)c2)o1	4	2.8	17	0	-3	-16	3	2	-13

In a second layout: 3 of the compounds above.
| Structure | JMJD2C inh | PP5 inh | VLA-4 inh | GRK2 inh | Fh CTSL1 inh | procasp3 activ | PP1 inh | HCV core dimer | procasp7 counter |
| --- | --- | --- | --- | --- | --- | --- | --- | --- | --- |
| O=C(Nc1ccccc1-c1nc2ccccc2s1)C1=COCCO1 | -1 | -1.2 | 38 | 0 | 5 | 10 | 1 | 0 | 5 |
| NS(=O)(=O)c1ccc(CCNC(=O)CCc2nc3sc4c(c3c(=O)[nH]2)CCCC4)cc1 | 9 | 1.9 | -12 | 0 | 8 | 13 | -6 | 6 | 3 |
| Cc1ccc(C2C3=C(CCCC3=O)Nc3c2c(C)nn3-c2ccccn2)o1 (configuration not stated) | 16 | 0.8 | -6 | 2 | 0 | 3 | -1 | -6 | -8 |
